# High-throughput results deposited in PubChem BioAssay by Icahn School of Medicine at Mount Sinai.
# RBX1-CUL1 inh: blocks human RBX1-Cullin-1 di-ubiquitin formation. P62877+Q13616. in vitro K48 di-Ub FRET, acceptor:donor ratio, 45 min. inhibition, % at 10 µM. 140,000 tested, 0.6% active. AID 1347404; in the data active means inhibition above about 25%
# Target sequence (P62877 whole entry, looked up): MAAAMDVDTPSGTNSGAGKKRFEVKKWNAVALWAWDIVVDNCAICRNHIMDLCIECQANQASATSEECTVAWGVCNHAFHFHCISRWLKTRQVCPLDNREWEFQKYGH
# Target sequence (Q13616 whole entry, looked up): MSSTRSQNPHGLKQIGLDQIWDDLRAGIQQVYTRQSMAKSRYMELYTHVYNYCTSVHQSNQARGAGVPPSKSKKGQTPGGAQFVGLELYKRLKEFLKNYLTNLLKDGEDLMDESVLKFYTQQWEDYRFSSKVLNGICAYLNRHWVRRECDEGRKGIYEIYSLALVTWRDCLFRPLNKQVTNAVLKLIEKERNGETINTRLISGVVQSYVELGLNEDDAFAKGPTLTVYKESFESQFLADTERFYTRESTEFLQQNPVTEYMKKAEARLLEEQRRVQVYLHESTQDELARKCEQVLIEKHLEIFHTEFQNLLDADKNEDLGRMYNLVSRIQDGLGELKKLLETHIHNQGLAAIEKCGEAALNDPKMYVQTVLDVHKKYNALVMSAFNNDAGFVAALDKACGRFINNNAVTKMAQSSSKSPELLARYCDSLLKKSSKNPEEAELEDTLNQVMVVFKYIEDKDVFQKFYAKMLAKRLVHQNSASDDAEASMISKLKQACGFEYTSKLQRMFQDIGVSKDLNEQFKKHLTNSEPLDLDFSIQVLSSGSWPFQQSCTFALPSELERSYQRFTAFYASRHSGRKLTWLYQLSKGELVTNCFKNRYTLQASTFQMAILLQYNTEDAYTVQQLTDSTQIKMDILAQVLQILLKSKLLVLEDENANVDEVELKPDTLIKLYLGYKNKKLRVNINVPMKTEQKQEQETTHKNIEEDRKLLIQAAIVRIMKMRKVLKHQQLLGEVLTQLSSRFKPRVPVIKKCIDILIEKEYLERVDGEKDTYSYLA
# * = called active by the depositor. Only part of the results is shown (hit frequency here may not be typical).
RBX1-CUL1 inh	molecule
2	COc1ccc(CN2C[C@@H]3C[C@@H](c4ccco4)N4CCC[C@@]34C2=O)cc1
-5	CN(C(=O)c1ccco1)C(Cc1ccccc1Cl)C1CCN(Cc2cccc3c2OCO3)CC1 (stereo not given)
4	COc1ccc(N(C(=O)c2cccc(C)c2)S(=O)(=O)c2ccc(C)cc2)cc1
6	c1ccc2c3c([nH]c2c1)CCCCC3
-1	CCCCN(C)c1ccc(C(=O)N2CCCN(c3ncccn3)CC2)cn1
3	O=C(c1cn(CC2CCCO2)nn1)N1CCCN(c2nc3ccccc3s2)CC1 (stereo not given)
5	N#Cc1ccccc1-n1nc(C(=O)c2cccs2)cc(-c2nc3ccccc3[nH]2)c1=N
6	CCS(=O)(=O)Nc1cccc(C(=O)O)c1
1	Cc1cc(Nc2ccc(Cl)cc2)c2ccccc2n1
8	CSc1ccccc1NC(=O)CSc1nnnn1-c1ccccc1SC
-8	CCOC(=O)N1CCN(C(=O)CC2(c3ccccc3Cl)CC(=O)N(C3CCCC3)C2=O)CC1 (stereo not given)
5	c1ccc(-c2[nH]c(-c3ccc4ncccc4c3)nc2-c2ccc3ccccc3c2)cc1
6	CCOC(=O)c1cnc2cc(C(F)(F)F)ccc2c1NCC(C)O (stereo not given)
15	COc1cc(-c2noc(-c3ccc(N4CCOCC4)c([N+](=O)[O-])c3)n2)cc(OC)c1OC
-1	CC(C)CN1CCNC(=O)C1CC(=O)N1CCC(O)(c2ccccn2)CC1 (stereo not given)
-3	O=C(COC(=O)c1cccc2ccccc12)c1ccc(F)cc1
7	CN(C)c1ccc(CNc2nc(-c3ccco3)nn2S(=O)(=O)c2ccc(Cl)cc2)cc1
0	CCn1c(CNC(=O)c2ccc(C)cc2)nnc1SCC(=O)Nc1c(C)cc(C)cc1C
2	CCOc1ccc(CC(=O)O)cc1OCC
-3	O=C(NCC1CCCO1)c1cn(C2CCCCC2)nn1 (stereo not given)
-3	Cc1ccccc1C(=O)N/N=C1/CC(=O)CC(C)(C)C1
2	CCc1ccc(S(=O)(=O)c2cn(C)c3cc(N4CCCC4)c(F)cc3c2=O)cc1
10	COc1ccccc1C1(c2c(OC)c(=O)c2=O)SCCCS1
9	COCCN(Cc1nc(-c2cccc(OC)c2OC)oc1C)C(C)C
-3	O=C(CN1CCc2ccccc2C1)NC1CCCCC1
0	Cc1ccc(C)c(NC(=O)Cn2ncc3c([nH]c4ccccc43)c2=O)c1
6	OCCn1c(-c2ccccc2)n[nH]c1=S
5	Cc1cc(F)ccc1NC1(c2ccccc2)C(=O)c2ccccc2C1=O
5	O=C(O)c1cccc(S(=O)(=O)Nc2ccc(O)c(C(=O)O)c2)c1
2	COCCn1c(=O)c2c(nc3n2CCCN3c2ccc(C)cc2)n(C)c1=O
-5	O=C(O)CNC(=O)COc1ccc(Br)cc1
0	CCCCOc1ccc(-c2nn(-c3ccccc3)cc2C2NC(=O)N=C(C)C2C(=O)OC)cc1 (stereo not given)
3	CCn1c(=O)c(=O)n(CC)c2cc(N3CCCCC3)c(NC(=O)CN3CCCC3)cc21
7	C=CCOc1c(Br)cc(CNn2nnnc2N)cc1OC
-7	CSc1cccc(NS(=O)(=O)c2ccc(C(C)(C)C)cc2)c1
-2	O=C(C1CC1)N1CCC(N2CCCC(C(=O)N3CCc4ccccc4C3)C2)CC1 (stereo not given)
-5	CCc1ccc(OCc2nnc(SCC(=O)Nc3ccc(Br)cc3)o2)cc1
5	CCCCN(CCCC)CCNC(=O)Cn1nc(CC)n2c(cc3sccc32)c1=O
-2	Cc1nnc(SCC2=Nc3ccccc3C(=O)C2)s1
2	CCN(CC)C(=O)CSc1nc(-c2ccco2)cc(C(F)(F)F)c1C#N
3	COc1cc2c(C(=O)O)c(C)n(-c3ccccc3)c2cc1Br
-5	COc1cc2c(cc1OC)C(COc1ccc3c(C)cc(=O)oc3c1)N(C(=O)c1cccc(OC)c1OC)CC2 (stereo not given)
-10	N#Cc1ccccc1Cn1cnc2nc3c(cc2c1=O)CCCC3
1	CCOc1ccc(S(=O)(=O)Nc2nncs2)cc1
2	Cc1ccc(C2SCC(=O)N2c2ccc(C)cc2)cc1 (stereo not given)
-4	CCCCc1ccc(-n2nc3cc(Cl)c(NC(=O)c4ccc(OC)cc4)cc3n2)cc1
1	CN(C)c1ccc(CNC(=O)C2CCN(S(=O)(=O)c3ccc4c(ccn4C)c3)CC2)cc1
-17	Cc1cc(C)n(C(=O)C(Cc2ccccc2)c2ccccc2)n1 (stereo not given)
-1	CCC(=O)N1c2ccccc2N=C2CC(C)(C)CC(=O)C2C1c1ccc(-c2cccc(C(=O)O)c2)o1 (stereo not given)
8	CC(C)c1ccc2c(c1)C(N1CCN(CCc3ccc(F)cc3)CC1)Cc1ccc(F)cc1S2 (stereo not given)

# Going on with the list.
RBX1-CUL1 inh	molecule
7	CCc1ccccc1NC(=O)CSc1nc(-c2ccc(F)cc2)cc(C(F)(F)F)n1
-5	COc1ccc(C(=O)Nc2c(C(=O)c3ccc(F)cc3)oc3ccccc23)cc1
-2	CCOc1ccc(-c2nc(SCC(=O)c3ccccc3)n[nH]2)cc1
7	O=C1NC(CC(=O)N(Cc2ccncc2)Cc2cccc(OCCc3ccc(F)cc3)c2)c2ccccc21 (stereo not given)
-1	O=C(NCc1cc(=O)[nH]cn1)c1cnc(Nc2ccccc2)nc1
3	Cn1ccnc1Sc1ccc([N+](=O)[O-])c(Sc2nccn2C)n1
10	c1ccn2c(SCc3ccc4c(c3)OCO4)nnc2c1
-5	Cn1c(=O)c2c(c3ccccc31)OC(=O)CC2c1ccc(C(F)(F)F)cc1 (stereo not given)
-8	COc1cc(/C=C2/C(=N)N3C=C(C)SC3=NC2=O)ccc1OCCOc1ccc(C(C)(C)C)cc1
4	Cc1ccc(/C=N/n2nnnc2N)cc1
0	O=C(NCc1ccccc1)c1ccc2c(c1)C(=O)N(Cc1cccnc1)C2=O
6	CN1CCN([C@@H]2CCN(C(=O)CSc3ccccc3)C[C@H]2O)CC1
3	Cc1ccc(OC(C)C(=O)NCC2(N3CCOCC3)CCCCC2)cc1C (stereo not given)
-4	Cc1ncc2c(c1CNS(=O)(=O)c1cccs1)CCN(C(=O)c1ccc(-n3cccn3)cc1)C2
-5	O=C(Nc1ccc(Cl)c(Cl)c1)C1CCC(N2C(=O)C3C4CCC(C4)C3C2=O)CC1 (stereo not given)
9	O=C(Nc1ccc(F)cc1)Nc1cccc(F)c1
-1	O=C(NC1CCCN(CCc2ccccc2)C1)c1ccccc1C(F)(F)F (stereo not given)
-11	CCOC(=O)Cc1ccc(NC(=O)NCc2ccc3c(c2)CCN3C(=O)CC)cc1
0	COc1ccc(C(=O)/C(C#N)=N/Nc2ccc(Cl)cc2)cc1
0	CCOC(=O)c1cc(-c2ccccc2)n(CC(=O)NCc2ccccc2)c1C
-4	C=CCN1C(=O)C(CC(=O)Nc2c(C)cccc2C)SC1=Nc1ccc(Br)cc1Br (stereo not given)
10	Cc1ccc(C(=O)c2oc3ccc(Cl)cc3c2N)cc1
0	Cc1ccc(-n2ncc(C(=O)N3CCCCC3C)c2NC(=O)c2ccco2)cc1C (stereo not given)
-6	CCN(CC)c1cccc(Oc2cc(NC(=O)c3nc4nc(-c5ccccc5)cc(C(F)(F)F)n4n3)cc([N+](=O)[O-])c2)c1
-9	CCc1nc(CN2CCOC(CCCC(C)C)C2)c(C)[nH]1 (stereo not given)
6	COc1cc(NC(C)=O)c2ncccc2c1[N+](=O)[O-]
7	CCCN1CCN(CCNC(=O)Nc2ccc(OC)cc2OC)CC1
1	CCc1cccc(C)c1NC(=O)Cn1ccn(-c2cccc(OC)c2)c(=O)c1=O
-9	COc1cccc(C(=O)NCC(c2ccc(N(C)C)cc2)N2CCc3ccccc32)c1OC (stereo not given)
-4	Cn1c(=O)n(C/C=C/c2ccccc2)c(=O)c2c1nc1n2CCN1c1ccc(F)cc1

# By substructure, the compounds so far with bromine
RBX1-CUL1 inh	molecule
-5	O=C(O)CNC(=O)COc1ccc(Br)cc1
7	C=CCOc1c(Br)cc(CNn2nnnc2N)cc1OC
-5	CCc1ccc(OCc2nnc(SCC(=O)Nc3ccc(Br)cc3)o2)cc1
3	COc1cc2c(C(=O)O)c(C)n(-c3ccccc3)c2cc1Br
-4	C=CCN1C(=O)C(CC(=O)Nc2c(C)cccc2C)SC1=Nc1ccc(Br)cc1Br (stereo not given)

# (next part)
RBX1-CUL1 inh	molecule
0	O=C(NCC12CC3CC(CC(C3)C1)C2)N1CCN(CCO)CC1
1	CN(c1ccc(O)cc1)c1nc(O)c(C2=c3ccccc3=NC2=O)s1
2	COC(=O)c1ccc(NC(=O)CSc2n[nH]c(-c3ccccc3)n2)cc1
-2	O=C1C(=O)N(C2CCN(C(=O)c3ccc(Cl)cc3)CC2)CCN1Cc1ccc(F)cc1
-1	O=C(COC(=O)c1ccccc1NC(=O)c1ccccc1)c1cccc([N+](=O)[O-])c1
-1	O=C(O)C1CCCN1c1nc(-c2ccc(Cl)cc2)cs1 (stereo not given)
-2	CCn1c2c(c3cc(OCC(C)C)ccc31)CCCC2=O
15	Cc1ccc(-n2nc(C#N)c(N)c2C#N)cc1
4	Cc1cc(C)c(-n2nnnc2C(=N)c2nnnn2-c2c(C)cc(C)cc2C)c(C)c1
-5	CC(C)(C)C1CCc2c(sc3nc4c5ccccc5c(-c5ccccc5)nn4c(=O)c23)C1 (stereo not given)
-10	Cc1cc2oc(=O)c(CC(=O)O)c(C)c2c2occ(-c3ccccc3)c12
8	Nc1c(C(=O)Nc2ccc(Cl)c(Cl)c2)sc2ncccc12
3	COc1ccccc1-c1c(C)nn2c(N)c(-c3ccc(Cl)cc3)cnc12
-9	COc1cc(/C=C2/SC(=Nc3ccc(C)cc3)NC2=O)ccc1OC(C)C
-1	C=CCn1c(=O)c2c(nc3n(-c4cccc(O)c4)c(C)cn23)n(C)c1=O
9	COc1ccc(N2C(=O)CSC23C(=O)N(CC(=O)NCCc2ccccc2)c2ccccc23)cc1 (stereo not given)
0	C=CCn1c(SCC(=O)N2CCc3ccccc3C2)nc2sc(CC)cc2c1=O
-12	COC(=O)[C@@H]1CCCN1C(=O)Cc1ccc(N2CCC(NCCc3ccco3)CC2)cc1
7	Cc1ccccc1Oc1ncccc1CNCc1cccnc1
10	Clc1cccc(CN2CCN(Cc3nc(-c4cccs4)no3)CC2)c1

# The closing 3 entries of the part above are carried over, then new ones follow:
RBX1-CUL1 inh	molecule
-12	COC(=O)[C@@H]1CCCN1C(=O)Cc1ccc(N2CCC(NCCc3ccco3)CC2)cc1
7	Cc1ccccc1Oc1ncccc1CNCc1cccnc1
10	Clc1cccc(CN2CCN(Cc3nc(-c4cccs4)no3)CC2)c1
0	CCOC(=O)c1ccc(NC(=O)C(C)NS(=O)(=O)c2ccc(Br)cc2)cc1 (stereo not given)
-1	O=C(CSc1ccccn1)Nc1nncs1
4	Cn1ccnc1C(=O)CCCCCC(=O)c1nccn1C
15	CCOc1ccc(-c2nnc(SCC(=O)NCc3ccccc3Cl)o2)cc1
-2	Fc1ccc(-c2nc3n(n2)Cc2ccccc2-3)cc1
-13	O=C(Nc1ccc(F)cc1Cl)n1ncc2cc(Cl)ccc21
-9	COc1ccc(Cn2c(=O)c3ccccc3n3c(-c4cccc(OC)c4OC)nnc23)cc1
-4	CCC(C)c1ccccc1OCC(=O)Nc1cccc(C#N)c1 (stereo not given)
7	S=c1[nH]nc(COc2ccc(Cl)cc2-c2ccnn2-c2ccccc2)o1
-1	NC(=S)N/N=C/c1coc2ccc(Cl)cc2c1=O
-3	COc1ccccc1N=Nc1nc(-c2ccccc2)c(-c2ccccc2)[nH]1
-3	Clc1ccc2[nH]c3c(c2c1)CCCC3NCc1ccccc1 (stereo not given)
2	Cc1ccc(Cn2c(C)c3cnn(CC(=O)O)c(=O)c3c2C)cc1
-2	O=C(O)C1C2CCC(C2)C1C(=O)Nc1ccc(F)c(Cl)c1 (stereo not given)
7	O=C(O)c1ccccc1Sc1ccc2c(c1)OCO2
-9	COC(=O)COc1c(C)cc(Br)cc1Br
1	CC(C)(C)c1ccc(Cn2c(=N)n(CC(=O)c3ccc(-c4ccccc4)cc3)c3ccccc32)cc1
3	CCN1CCc2nc3sc(C(=O)Nc4ccccc4OC(F)(F)F)c(N)c3cc2C1
4	CC(=O)c1ccc(Sc2ccc(Cl)cc2C(=O)O)cc1
-6	CCOC(=O)c1cnc(SC)nc1Nc1cc(-c2ccccc2)nn1-c1ccccc1

# Overlap with the part before: 2 compounds, followed by the next part.
RBX1-CUL1 inh	molecule
4	CC(=O)c1ccc(Sc2ccc(Cl)cc2C(=O)O)cc1
-6	CCOC(=O)c1cnc(SC)nc1Nc1cc(-c2ccccc2)nn1-c1ccccc1
0	Cc1ccc(-n2nc(C)c3c(C)cc(=O)n(CC(=O)Nc4ccc(Br)cc4F)c32)cc1
-2	CCCSc1ncc(Cl)c(C(=O)Nc2sc3c(c2C(=O)OC)CCCC3)n1
-10	Cc1ccc(-n2nnc(C(=O)NCC3CCCO3)c2C)c(C)c1 (stereo not given)
4	O=C(Cn1c(=O)oc2cc(Cl)ccc21)Nc1cccc(C(F)(F)F)c1
-1	Cc1ccc2c(c1)c1c3n2CCN(CC(=O)N/N=C\c2ccco2)C3CCC1 (stereo not given)
3	Cc1cnccc1NCCNc1nccc(-c2cnn(C)c2)n1
-1	CC1Cc2cc(S(=O)(=O)NCCc3ccccc3)ccc2N1C(=O)C1CCC1 (stereo not given)
0	CCCOc1ccc(NC(=O)CC2C(=O)N(c3ccc(C(=O)OCC)cc3)C(=S)N2CCC23CC4CC(CC(C4)C2)C3)cc1 (stereo not given)
-2	O=C(/C=C/c1ccccc1)Nc1cc(Cl)cc(Cl)c1
-4	COc1ccc(-c2cc(-c3ccccc3)nc(N/N=C\c3ccc(OC)cc3OC)n2)cc1
